# AmpC inh detg = qHTS Inhibitors of AmpC Beta-Lactamase (assay with detergent); P00811; AmpC hydrolysis of nitrocefin, absorbance 480 nm, 0.01% Triton; Potency, µM (series often up to 114 µM), without a hit: at the highest dose activity change, negative = inhibition, hits mostly inhibitors; 0.041% of 370,000 active; AID 485294, 2010;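 also: potency is read from the fitted curve at half-maximal effect; 0% = no-compound wells and -100% = no-enzyme wells; nearly all actives have a fitted effect of over 25% in size; some results filed as inactive show a strong effect at the top dose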
# Target sequence (P00811 whole entry, looked up): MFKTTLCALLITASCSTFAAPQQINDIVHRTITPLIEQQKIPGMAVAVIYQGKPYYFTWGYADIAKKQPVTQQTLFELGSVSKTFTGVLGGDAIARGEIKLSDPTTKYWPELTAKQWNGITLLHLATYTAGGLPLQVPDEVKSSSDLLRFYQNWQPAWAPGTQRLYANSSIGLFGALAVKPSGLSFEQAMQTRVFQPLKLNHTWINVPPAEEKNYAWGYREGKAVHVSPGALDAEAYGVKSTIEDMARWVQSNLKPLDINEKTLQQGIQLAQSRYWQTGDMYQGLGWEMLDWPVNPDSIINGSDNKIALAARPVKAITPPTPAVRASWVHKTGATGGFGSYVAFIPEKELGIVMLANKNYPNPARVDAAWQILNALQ
#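 20 mM phosphate pH 7.0 + 0.01% (detergent screen) or 0.0001% Triton X-100; 5.3 nM AmpC reagent; cpd preinc 15 min RT; nitrocefin (800 uM stock) to start; A480 q20 s × 4 min; Activity was normalised to no-enzyme and no-compound control wells.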
# LmPK inhibitor = qHTS Assay for Inhibitors of Leishmania Mexicana Pyruvate Kinase (LmPK); Q27686; purified LmPK, Kinase-Glo ATP luminescence, 1 h; Potency, µM (series often up to 57.5 µM), for the others: at the top dose activity change, negative = inhibition, most hits filed as inhibitors; 0.37% of 290,000 active; AID 1721, 2009; also: potency is read from the fitted curve at half-maximal effect
# Target sequence (Q27686 whole entry, looked up): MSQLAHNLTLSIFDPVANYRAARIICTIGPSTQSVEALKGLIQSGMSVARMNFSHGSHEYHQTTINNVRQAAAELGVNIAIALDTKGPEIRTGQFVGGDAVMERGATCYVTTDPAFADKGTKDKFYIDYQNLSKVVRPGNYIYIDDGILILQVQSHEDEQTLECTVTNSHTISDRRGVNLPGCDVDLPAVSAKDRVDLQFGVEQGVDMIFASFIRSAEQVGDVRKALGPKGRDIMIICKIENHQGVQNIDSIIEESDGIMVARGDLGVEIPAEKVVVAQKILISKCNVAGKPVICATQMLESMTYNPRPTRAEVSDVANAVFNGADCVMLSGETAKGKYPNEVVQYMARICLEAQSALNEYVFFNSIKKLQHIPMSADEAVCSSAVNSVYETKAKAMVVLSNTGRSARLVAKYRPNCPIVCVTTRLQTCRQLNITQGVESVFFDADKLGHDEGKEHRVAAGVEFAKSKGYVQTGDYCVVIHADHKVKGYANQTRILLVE
#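 In 50 mM imidazole pH 7.2 with 7 mM MgCl2, LmPK (0.1 nM) turned over PEP (0.5 mM) and ADP (0.1 mM) for 1 h at room temperature. Luciferase read-out of ATP.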
# TbPYK inhibitor = qHTS of Trypanosoma Brucei Inhibitors; pyruvate kinase (Trypanosoma brucei), Q57TT1; TbPYK enzyme, Kinase-Glo Plus ATP luminescence, 45 min; Potency, µM (doses to about 76.8 µM), for inactives: top-dose activity, negative = inhibition, most hits filed as inhibitors; 0.12% of 410,000 active; AID 624173, 2012; also: potency is read from the fitted curve at half-maximal effect; nearly all actives have a fitted effect of over 50% in size
#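 Readout: single end-point luminescence (Kinase-Glo Plus, 10 min). Reaction conditions were TbPYK/substrate plus 130 uM ADP, 45 min at RT, pH 7.2 TEA buffer. No-enzyme wells served as controls, and data were normalized before concentration-response fitting.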
# AmpC inh no detg = qHTS Inhibitors of AmpC Beta-Lactamase (assay without detergent); Potency, µM (highest dose often 57.1 µM), for the others: top-dose activity change, negative = inhibition, hits mostly inhibitors; P00811; AmpC nitrocefin hydrolysis, absorbance 480 nm, 0.0001% Triton; AID 485341, 2010; 0.52% of 330,000 active;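 also: potency is read from the fitted curve at half-maximal effect; plate controls were no compound for no effect and no enzyme for full effect; nearly all actives have a fitted effect of over 20% in size; some results filed as inactive show a strong effect at the top dose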
#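 20 mM phosphate pH 7.0 + 0.01% (detergent screen) or 0.0001% Triton X-100; 5.3 nM AmpC reagent; cpd preinc 15 min RT; nitrocefin (800 uM stock) to start; A480 q20 s × 4 min; Activity was normalised to no-enzyme and no-compound control wells.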
# AMA1-RON2 inh = qHTS for Inhibitors of AMA1-RON; Towards Development of Antimalarial Drug Lead: Primary Screen | Plasmodium falciparum AMA1 (3D7) - RON2 peptide interaction | AlphaScreen AMA1-biotinylated RON2 peptide binding | Potency, µM (titrated, usually from 58.2 µM), for inactives: at the top dose activity change, negative = inhibition, most hits filed as inhibitors | 0.2% of 360,000 active;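 also: potency is read from the fitted curve at half-maximal effect; 0% = vehicle wells and -100% = peptide control; nearly all actives have a fitted effect of over 45% in size; some results filed as inactive show a strong effect at the top dose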
#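 AMA1 (3D7) with his tag at 25 nM final met compounds first, then biotinylated RON2 peptide at 25 nM; detection used donor plus acceptor beads, 10 µg/mL apiece, read by AlphaScreen after 30 min at room temperature.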
# Sm TGR block = qHTS Assay for the Inhibitors of Schistosoma Mansoni Peroxiredoxins; purified TGR, DTNB reduction, TNB absorbance 405 nm; Potency, µM (doses to about 114 µM), inactives show at the top dose activity change, negative = inhibition, actives largely listed as inhibitors; 3% of 360,000 active; also: potency is read from the fitted curve at half-maximal effect; nearly all actives have a fitted effect of over 60% in size
#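 First, TGR (20 nM dispensed) and NADPH were mixed with compound. Second, a 15 min room-temperature incubation followed. Third, further NADPH and then DTNB were added to start the reaction. Finally, TNB absorbance was monitored kinetically.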
# HCMV antiviral = qHTS Assay for inhibitors of the human cytomegalovirus (HCMV) | HFF cells, HCMV-luciferase reporter, 72 h; active compounds read low | activity change, negative = inhibition, % at 57.5 µM | 4.5% of 410,000 active | AID 1259415, 2018; in the data active = activity change below about -60%; inconclusive = no clear call, values can overlap the other calls; inactive = above about -39%
#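 Two-dose cell screen: HFF monolayers treated with compounds and infected with luciferase-expressing HCMV at 1 PFU/cell, 72 h at 37C, then lysed for luciferase measurement.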
# Numbers without * were called inactive; ? = inconclusive; . = no result given; & = joins results of further samples; [ ] = another dose, or the depositor's remark. Unless noted, calls follow the shape of the dose curve; as a rule, active = well fitted curve in the direction sought with a large enough effect; inconclusive = small, poorly fitted or top-dose-only effect, or another doubt; inactive = no such curve, though single readings can be large; an effect the other way counts as inactive or inconclusive. Unless noted, % is scaled to controls: 0 for no effect and ±100 for the full control effect.
SMILES,AmpC inh detg,LmPK inhibitor,TbPYK inhibitor,AmpC inh no detg,AMA1-RON2 inh,Sm TGR block,HCMV antiviral
CC(NC(=O)Nc1ccc(Cl)cc1)C1CCCO1 (stereo unspecified),4%,-6%,-6%,-25%,2%,20%,-14
COc1ccccc1CC(=O)Nc1cc(S(=O)(=O)N2CCOCC2)ccc1N1CCOCC1,-11%,.,-7%,-1%,-8%,-8%,20
CCN(C(=O)COC(=O)/C=C/c1nc2ccccc2s1)c1c(N)n(Cc2ccccc2)c(=O)[nH]c1=O,.,.,1%,.,8%,.,-2
CS(=O)(=O)N(CC(=O)N1CCN(c2ccc(F)cc2)CC1)c1ccc(F)c(Cl)c1,1%,7%,-2%,92%[activator],-10%,-1%,-36
Cn1c(SCC(=O)N2CCN(c3ccccc3)CC2)nnc1-c1ccccc1,-4%,-2%,-3%,8%,-13%,0%,-31
CCCC12CN3CC(CCC)(CN(C1)C3c1ccccn1)C2=O (stereo unspecified),1%&13%,-9%,0%&0%,-21%,-5%,0%&5%,32&2
FC(F)(F)c1cccc(-c2nn[nH]n2)c1,-1%,3%,3%,-17%,-18%,3%,-5
COc1cc2c(cc1OC)C(CC(=O)O)N(C(=O)Nc1cc(OC)c(OC)c(OC)c1)CC2 (stereo unspecified),18%,.,-4%,.,.,1%,-25
COc1ccc(N(CC(=O)N2CCCCCC2)S(=O)(=O)c2ccccc2[N+](=O)[O-])c(OC)c1,?,10%,-13%,19%,20%,2%,?
Cc1ccc(C(=O)NCCCN2CCOCC2)c(Cl)c1,-20%,7%,0%,-29%,0%,-7%,100
O=C(COC(=O)Cc1ccc(Br)cc1)Nc1ccc(N2CCOCC2)cc1,0%,.,-10%,0%,8%,0%,-40
CCOc1ccc(/C(O)=C2/C(=O)C(=O)N(CC3CCCO3)C2c2cccs2)cc1 (stereo unspecified),-10%,0%,-7%,-24%,-3%,-9%,-19
O=C(Nc1ccc(Cc2ccncc2)cc1)c1ccc(S(=O)(=O)N2CCCC2)cc1,-10%,3%,41%[activator],3%,-8%,5%,-87*
CC12CCC(=O)C=C1CCC1C2CCC2(C)C(c3csc(N)n3)CCC12 (stereo unspecified),.,.,-1%,.,-2%,.,-93*
c1ccc(C(c2ccccc2)c2noc(CN3CCC(c4ccncc4)CC3)n2)cc1,6%,-1%,-5%,155%[activator],0%,-4%,11
CC(C)(C)OC(=O)N1CCC[C@H]1C(=O)Nc1ccc(S(=O)(=O)C(F)F)cc1,3%,-2%,0%,-19%,9%,-8%,?
O=C1CCc2cc(S(=O)(=O)Nc3ccccc3)cc3c2N1CC3,-5%,.,1%,-22%,13%,-26%,-6
CCOc1ccc(NC(=O)CN(C)C(=O)c2cn(-c3ccc(C)cc3)nc2-c2cccc(OC)c2)cc1OCC,.,.,-4%,.,-10%[11.6 µM],.,0
COc1ccc(NC(=O)c2ccco2)c(NC(=O)Cc2cccs2)c1,?,-1%,9%,-31%,-1%,-14%,-11
COc1ccccc1C(=O)N/C(=C\c1cn(C)c2ccccc12)C(=O)N1CCCC1,2%,4%,-4%,86%[activator],-15%,-27%,66
CCOc1ccccc1NC(=O)COC(=O)Cc1ccsc1,-5%,.,0%,-19%,10%,-1%,-3
CCN(CC)C(=O)C1CCCN(C(=O)c2cc(COc3cccc(OC)c3)on2)C1 (stereo unspecified),5%,-7%,-8%,2%,-2%,3%,26
Cn1c(=O)c2c(ncn2CC(COCc2ccccc2Cl)OCc2ccccc2Cl)n(C)c1=O (stereo unspecified),6%,6%,0%,212%[activator],1%,7%,23
COc1ccc(-n2cc(C(=O)c3ccc4ccccc4c3O)cn2)cc1,-5%,6%,-3%,-45%,7%,-7%,-28
CCOC(=O)c1cnc(-n2nc(C)cc2C)nc1N(CC)CC,?,-11%,8%,1%,73%[activator],3%,-20
COc1ccc(N2CCN(C3CC(=O)N(Cc4ccccc4)C3=O)CC2)cc1 (stereo unspecified),?,5%,-4%,0%,-6%,-3%,-25
CNC(=O)c1nn(-c2ccc(Cl)cc2)ccc1=O,2%,0%,-16%,?,6%,-5%,19
CN(C)CCc1nc2ccccc2c(=O)n1-c1ccccc1,-9%,2%,.,-23%,.,-8%,.
CC(=O)Nc1ccc(OCc2cccc3ccccc23)cc1,10%,-1%,0%,92%[activator],0%,5%,-79*
CCn1c(COc2ccccc2OC)nc2ccccc21,?,-7%,-1%,150%[activator],0%,1%,21
COc1cc2c(cc1OC)C(c1cc(Br)c(OC)c(OC)c1)CC(=O)N2 (stereo unspecified),?,-6%,-11%,52%,1%,-12%,107
COc1ccc(/C=N/Nc2nc(N3CCCC3)nc(N3CCCC3)n2)cc1,-12%,0%,1%,-29%,4%,-9%,-16
O=[N+]([O-])c1ccc(N/N=C/c2ccc(O)c(O)c2O)c(S(=O)(=O)N2CCOCC2)c1,-11%,-17%,?,-58%,31%[activator],.,-23
Cc1ccc(C(=O)OC(C)C(=O)c2cc(C)c(C)cc2C)o1 (stereo unspecified),-6%,2%,0%,8%,9%,0%,.
Cc1nc(-c2ccccc2)cc(N2CCCC2)n1,-6%,-7%,2%,-14%,-1%,-1%,5
CC1(C)OC(C)(C)/C(=C\c2ccc(OCC(N)=O)cc2)C1=O,-4%,.,0%,-3%,-6%,-23%,4
O=C(COc1cccc2ccccc12)N/N=C/c1ccncc1,?,15%,-2%,0%,-7%,2%,-16
COc1cc(C2NC(=O)c3ccccc3O2)ccc1OC(C)C (stereo unspecified),?,-1%,5%,-2%,4%,3%,-1
CN1C(=O)N(c2ccccc2)C(Nc2nncs2)C1(C)C (stereo unspecified),?,-4%,26%,-5%,-2%,1%,7
C/C(=N\NC(=O)CSc1nc(C)[nH]c1[N+](=O)[O-])c1ccc(F)cc1,-8%,0%,0%,-28%,25%,6%,-24
CC(=O)c1ccccc1NC(=O)COC(=O)c1c(C)nn(-c2ccccc2)c1C,-2%,.,-23%,37%,28%,-13%,0
CCOc1ccc(Nc2c(S(=O)(=O)c3ccc(Cl)cc3)cnc3ccc(OC)cc23)cc1,-14%,.,2%,.,.,11%,?
COc1ccccc1CCNC(=O)CCCn1c(=O)c2cccn2c2cccnc21,19%,.,5%,.,.,3%,-1
O=C(COc1ccc([N+](=O)[O-])cc1)Nc1ccccc1N1CCCC1,12%,5%,2%,-3%,-5%,-3%,-64*
O=C(Nc1ccccc1-c1nc2ccccc2s1)c1cccnc1Cl,-3%,-4%,-2%,72%[activator],1%,13%,-15
CCN(Cc1ccccc1)C(=O)c1cn(-c2cccc(OC)c2)c(=O)c2ccccc12,1%,.,0%,.,.,-15%,?
Cc1ccc(/C=N/n2nnnc2N)o1,?,-1%,0%,-16%,2%,-36%,24
CCCC(C)NC(=O)c1cc(S(=O)(=O)N2CCCCCC2)ccc1OC (stereo unspecified),6%,.,-12%,-1%,47%[activator],-2%,-7
Cc1cc(C)c(NC(=O)CSc2n[nH]c(-c3ccccc3Cl)n2)c(C)c1,-6%,.,-7%,.,.,-4%,-21
COc1ccc(CN(CC(=O)NCc2ccc(F)cc2)C(=O)CCC(=O)Nc2nccs2)cc1,2%,0%,-15%,-21%,5%,-6%,6
Cc1cccc(NC(=O)c2nc(S(C)(=O)=O)ncc2Cl)c1,2%,.,3%,.,.,4.5µM*,-108*
CS(=O)(=O)c1ccc2c(c1)sc1nc(=O)c(/C=C3/C=CC(=O)C(O)=C3)c(N)n12,2%,-5%,-14%,-52%,-26%,45µM*,7
Cc1nn(C)c(C)c1S(=O)(=O)N1CCC(CO)(CC2CCCCO2)CC1 (stereo unspecified),-3%,0%,-8%,1%,13%,0%,15
Nc1nc(SCC(=O)Nc2cc(Cl)c(Cl)cc2Cl)n[nH]1,.,.,0%,-33%,12%,.,-15
Cc1ccc(S(=O)(=O)NC(=O)Nc2cc(C)ccc2F)cc1,-6%,-4%,2%,-22%,17%,2%,-15
C[C@H]1CN([C@@H](C)CO)C(=O)c2cccc(NC(=O)c3cnccn3)c2O[C@@H]1CN(C)S(=O)(=O)c1ccc(F)cc1,.,.,-2%,76%[activator],6%,.,.
COc1cc(/C=N/NC(=O)CNC(=O)c2ccc3c(c2)OCCO3)ccc1O,-6%,1%,-5%,35%,5%,1%,?
O=C(OCC#Cc1c(COC(=O)c2ccccc2)nnn1Cc1ccccc1)c1ccccc1,6%,2%,-4%,-7%,11%,9%,7
CCCCN(CCCC)S(=O)(=O)c1ccc(NS(=O)(=O)c2ccc(NC(C)=O)cc2)cc1,2%,8%,2%,-12%,-1%,4%,-14
O=C1c2ccccc2-c2onc3c(Br)cc(NC4CCCCC4)c1c23,6%,.,3%,.,.,?,7

# Profiles, quoted from the list.
# `CCCCN(CCCC)S(=O)(=O)c1ccc(NS(=O)(=O)c2ccc(NC(C)=O)cc2)cc1` as listed: AmpC inh detg = 2%; LmPK inhibitor = 8%; TbPYK inhibitor = 2%; AmpC inh no detg = -12%; AMA1-RON2 inh = -1%; Sm TGR block = 4%; HCMV antiviral = -14
# `CC(=O)c1ccccc1NC(=O)COC(=O)c1c(C)nn(-c2ccccc2)c1C` as listed: AmpC inh detg = -2%; LmPK inhibitor = .; TbPYK inhibitor = -23%; AmpC inh no detg = 37%; AMA1-RON2 inh = 28%; Sm TGR block = -13%; HCMV antiviral = 0

# Later entries:
SMILES,AmpC inh detg,LmPK inhibitor,TbPYK inhibitor,AmpC inh no detg,AMA1-RON2 inh,Sm TGR block,HCMV antiviral
CSc1nc2[nH]ncc2c(=O)n1-c1ccccc1,0%,-4%,3%,-22%,-18%,8%,-6
O=C(NN=C1CCCC1)c1ccccc1OCc1ccc(Cl)cc1,2%,15%,6%,-33%,12%,6%,?
CCOc1ccccc1NC(=O)NC1CCCCCCC1,6%,-4%,8%,-1%,-18%,-8%,-14
COc1ccc(-n2c(Cn3nnc4ccccc43)nnc2SCC(=O)O)cc1,?,-4%,-5%,-10%,-8%,6%,-9

# 2 entries from above in another layout.
O=C(NN=C1CCCC1)c1ccccc1OCc1ccc(Cl)cc1
- AmpC inh detg = 2%
- LmPK inhibitor = 15%
- TbPYK inhibitor = 6%
- AmpC inh no detg = -33%
- AMA1-RON2 inh = 12%
- Sm TGR block = 6%
- HCMV antiviral = ?
CCOc1ccccc1NC(=O)NC1CCCCCCC1
- AmpC inh detg = 6%
- LmPK inhibitor = -4%
- TbPYK inhibitor = 8%
- AmpC inh no detg = -1%
- AMA1-RON2 inh = -18%
- Sm TGR block = -8%
- HCMV antiviral = -14
